PI5P4Ka inh = inhibitors of human PI5P4K alpha; P48426; PI5P4Kalpha enzyme, ADP-Glo luminescence, 60 min; stronger effect = lower value; max response, %; actives 1.2% (n = 330,000); AID 652105; active means max response of -50% or lower; inconclusive means between -30% and -50%; inactive means -30% or higher; further: value at the top dose of about 77 µM; on the % scale 0 is the no-effect control and ±100 the full control effect
Target sequence (P48426 whole entry, looked up): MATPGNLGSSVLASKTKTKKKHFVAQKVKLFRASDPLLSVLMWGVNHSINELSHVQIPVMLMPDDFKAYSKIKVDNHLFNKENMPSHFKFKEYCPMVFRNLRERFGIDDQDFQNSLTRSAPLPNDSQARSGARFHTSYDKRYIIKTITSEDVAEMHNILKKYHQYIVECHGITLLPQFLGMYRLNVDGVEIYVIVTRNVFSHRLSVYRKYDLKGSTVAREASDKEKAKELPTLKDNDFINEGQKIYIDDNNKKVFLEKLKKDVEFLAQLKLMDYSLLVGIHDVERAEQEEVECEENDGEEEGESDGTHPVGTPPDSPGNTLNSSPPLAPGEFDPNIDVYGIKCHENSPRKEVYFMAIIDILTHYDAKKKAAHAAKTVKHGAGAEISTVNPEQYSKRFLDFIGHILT
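Quantitative HTS of the MLSMR library against PI5P4Kalpha with substrate. ATP added last at 5 microM final; room temperature, 60 minutes. Remaining ATP depleted, ADP converted and read as luminescence.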
WRN helicase inh = inhibitors of human WRN helicase; Q14191; WRN helicase unwinding, fluorescent forked duplex, kinetic; Potency, µM (titrated, usually from 114 µM), without a hit: top-dose activity change, negative = inhibition, hits mostly inhibitors; actives 0.46% (n = 360,000); AID 651768; further: potency means the concentration at half of the fitted maximal effect; on the % scale 0 is the no-effect control and ±100 the full control effect; nearly all actives have a fitted effect of over 55% in size
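WRN at 20 nM final preincubated with compound 15 min at room temperature; reaction started with 100 nM fluorophore/quencher forked duplex oligonucleotide and 2 mM ATP final. Unwinding followed kinetically by red fluorescence (ex 525, em 598 nm).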
EPAC1 antag = antagonists of human EPAC1 | O95398 | Potency, µM (titrated, usually from 115 µM), without a hit: at the highest dose activity change, negative = inhibition, most hits filed as inhibitors | EPAC1 GEF assay, Rap1b-BODIPY-GDP exchange fluorescence | actives 0.14% (n = 360,000);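 further: potency means the concentration at half of the fitted maximal effect; plate controls were vehicle for no effect and positive control for full effect; nearly all actives have a fitted effect of over 50% in size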
CCT modulator = cytosolic chaperonin activity modulation; activity change, % (concentration not given with the values), hits read low; purified chaperonin ATPase assay, HTRF ADP detection, 30 min; AID 651819; actives 0.3% (n = 360,000); in the data active means activity change below about -30%; further: on the % scale 0 is the no-effect control and ±100 the full control effect
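TRiC (40 or 20 nM final, by batch activity) in 30 mM Tris pH 7.4, 100 mM KCl, 5 mM MgCl2, 1 mM DTT was treated with compound at 76 uM single dose, then 10 uM ATP, 30 min at 37 °C. ADP was read by HTRF Transcreener.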
IL2 activator = activates IL-2 in a cell-based reporter assay; IL-2 activation reporter assay, cell-based qHTS; stimulated with anti-CD3/CD4/CD28 beads; in transgenic mouse T cells; activation, % (series mostly up to about 46 µM); actives 0.065% (n = 360,000); AID 652025; in the data active means activation above about 50%; inconclusive means mostly about 30% to 49%; further: 0% is about no effect
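First, unstimulated transgenic mouse T cells were exposed to compound for 60 min. Next, anti-CD3/anti-CD4-coated beads with anti-CD28 were added. Finally, after 18 h at 37 degrees C, EGFP and DsRed were imaged.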
EPAC2 agonist = EPAC2 (human) agonism; Potency, µM (top dose mostly 154 µM), inactives show top-dose activation, actives largely listed as activators; actives 0.079% (n = 360,000); AID 720711; Q8WZA2; EPAC2 activation, biochemical qHTS; response scale: 100% = 6.5 mM cAMP response; further: potency means the concentration at half of the fitted maximal effect; nearly all actives have a fitted effect of over 50% in size
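Each well held 100 nM EPAC2, 250 nM RAP1B-BODIPY-GDP and 50 uM GDP. Fluorescence, read at 5-min intervals to 30 min, was referenced to a 6.5 mM cAMP positive control.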
EPAC1 ag = activates human EPAC1 exchange factor; O95398; EPAC1 agonist qHTS, biochemical assay; response scale: 100% = response to 6.5 mM cAMP; Potency, µM (highest dose often 154 µM), inactives show top-dose activation, most hits filed as activators; actives 0.073% (n = 360,000); further: potency means the concentration at half of the fitted maximal effect; nearly all actives have a fitted effect of over 60% in size
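Fluorescent GDP-exchange assay: 100 nM EPAC1 with 250 nM Rap1B preloaded with BODIPY-GDP and 50 uM GDP; compounds tested as concentration series, 5 min at room temperature, then read every 5 min for 30 min (ex 480/em 540 nm); normalized to 6.5 mM cAMP.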
PLK1 PBD inh = blocks phosphopeptide binding to human PLK1 polo-box domain; P53350; Potency, µM, for the others: max response, negative = inhibition, most hits filed as inhibitors; Plk1 PBD binding of FITC phosphopeptide, fluorescence polarization; actives 2.8% (n = 360,000); further: potency means the concentration at half of the fitted maximal effect; series mostly up to about 57 µM; on the % scale 0 is the no-effect control and ±100 the full control effect; nearly all actives have a fitted effect of over 65% in size
Target sequence (P53350 whole entry, looked up, the tested form may be a part): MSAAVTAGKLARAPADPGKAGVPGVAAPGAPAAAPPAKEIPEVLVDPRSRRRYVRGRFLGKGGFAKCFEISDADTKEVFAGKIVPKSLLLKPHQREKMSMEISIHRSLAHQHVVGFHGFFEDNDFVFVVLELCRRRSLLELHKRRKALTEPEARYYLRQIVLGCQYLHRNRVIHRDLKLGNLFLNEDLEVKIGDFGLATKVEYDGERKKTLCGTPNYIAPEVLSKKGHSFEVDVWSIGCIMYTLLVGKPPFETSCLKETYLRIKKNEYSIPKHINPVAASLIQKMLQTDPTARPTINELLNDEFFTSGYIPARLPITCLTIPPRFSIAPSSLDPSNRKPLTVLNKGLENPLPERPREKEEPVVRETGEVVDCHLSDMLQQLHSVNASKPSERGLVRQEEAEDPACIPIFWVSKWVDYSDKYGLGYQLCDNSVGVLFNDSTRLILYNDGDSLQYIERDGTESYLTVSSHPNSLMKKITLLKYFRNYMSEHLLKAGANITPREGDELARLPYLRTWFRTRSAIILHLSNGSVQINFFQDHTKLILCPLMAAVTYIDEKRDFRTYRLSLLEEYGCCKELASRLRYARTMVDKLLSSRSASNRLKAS
The depositor's hits bear a star; ? = inconclusive; / = no result given; [ ] = remark or other dose. Unless noted, the call rests on the fitted dose curve; in most records, active means well fitted curve in the direction sought with a large enough effect; inconclusive means small, poorly fitted or top-dose-only effect, or another doubt; inactive means no such curve, though single readings can be large; an effect the other way counts as inactive or inconclusive.

SMILES	PI5P4Ka inh	WRN helicase inh	EPAC1 antag	CCT modulator	IL2 activator	EPAC2 agonist	EPAC1 ag	PLK1 PBD inh
O=C(CSc1ncn[nH]1)Nc1ccc(Br)cc1Br	3	-4%	-18%	0.9	-1.8	10%	-2%	-2%
COc1ccc(C(CC(=O)Nc2nccs2)C(C)C)cc1 (configuration not stated)	5	-2%	-11%	-0.7	2.3	3%	-16%	3%
CSc1nnc(-c2ccco2)c(-c2ccco2)n1	?	?	-4%	-0.4	0.5	0%	0%	27µM*
C#Cc1ccc(CN2CCN(CCc3ccccc3)C(CCO)C2)cc1 (configuration not stated)	3	1%	27%	-2.9	1.4	18%	19%	-1%
O=C(CN(Cc1ccccc1F)S(=O)(=O)c1ccc(Cl)cc1)NCCC1=CCCCC1	/	1%	-2%	-6.1	0.6	0%	11%	-1%
COc1cc(C(=O)Nc2cc(C)nn2-c2ccccc2)cc(OC)c1OC	1	3%[57.1 µM]	?	-9.6	-0.7	1%	0%	-15%
CCn1nnnc1NC(=O)c1cc(Cl)c(OC)c(Cl)c1	5	-11%	16%	-1.2	-1.6	0%	-7%	-4%
CC(NC(=O)c1ccc(N(C)C)cc1)C1CC2CCC1C2 (configuration not stated)	9	-8%	-16%	-44*	-0.2	10%	5%	-8%
CC(C)C(=O)Nc1nc2c(c(=O)[nH]1)CCCC2	-2	11%	-17%	-2.4	0.6	8%	-8%	-11%
Brc1ccccc1-c1nnc(CSc2nnnn2-c2ccccc2)o1	/	-13%	-1%	-7.9	-1.9	12%	24%	-9%
Cc1nn(Cc2c(Cl)cccc2Cl)c(C)c1NC(=O)c1cn(-c2ccccc2)nc1-c1ccccc1	-4	4%[57.1 µM]	-6%	0.1	-1.3	-7%	2%	-1%
CCOc1cc(CN2CCCC(N3CCc4ccccc4C3)C2)ccc1O (configuration not stated)	-3	15%	-6%	-0.6	1.0	6%	4%	3%
O=C(COC(=O)Cc1ccccc1F)NNC(=O)c1ccc(Cl)cc1	0	-1%	4%	-1.9	-0.7	-6%	-8%	1%
CCOC(=O)c1c(C)n(C)c2cc(Br)c(C(=O)OC)cc12	-11	-25%	-27%	-0.3	1.3	-14%	3%	-4%
CN(C(=O)CCc1ccccc1)c1nnc(-c2ccncc2)s1	6	10%	3%	-4.1	-0.5	16%	-12%	-9%
O=C(COc1ccc2ccccc2c1)Nc1ccccc1C(=O)O	?	-7%	-29%	-0.2	-0.5	4%	6%	-3%
COc1ccc(NC(=O)CSc2nc(=O)n(CCN3CCOCC3)c3c2CCCC3)c(OC)c1	6	2%	12%	-2.2	0.0	0%	9%	-9%
O=C(CCNC(=O)c1ccccc1Cl)Nc1cccc(S(=O)(=O)N2CCCC2)c1	4	-7%	5%	-2.3	-0.5	7%	-2%	2%
Cc1ccc(NC(=O)CCN2CCC(C)CC2)cc1	-3	8%	14%	1.8	-2.9	-8%	-1%	5%
COC(=O)N/N=C/c1ccccc1Cl	-1	0%	-10%	0.0	0.4	0%	-2%	-10%
Cc1cc(C)cc(NC(=O)CC2Oc3ccc(C)cc3NC2=O)c1 (configuration not stated)	-3	-7%	-19%	0.2	0.0	1%	8%	-4%
O=C(Cc1ccc2c(c1)OCCO2)Nc1cccc(S(=O)(=O)N2CCOCC2)c1	0	0%	-9%	2.6	0.5	12%	11%	-8%
COc1cccc(-n2ccnc2SCC(=O)Nc2nccs2)c1	1	-2%	-11%	-1.4	-0.3	12%	11%	0%
CN1CCN(C(=O)c2cc(Cl)ccc2Cl)CC1	-7	5%	0%	-5.2	-0.8	5%	1%	-13%
O=C(c1noc2c1CCCC2)N1CCN(c2ccc(F)cc2)CC1	/	0%	-6%	-0.5	-3.5	11%	-3%	-2%

Complete entries, quoted from the list. Order of screens: PI5P4Ka inh, WRN helicase inh, EPAC1 antag, CCT modulator, IL2 activator, EPAC2 agonist, EPAC1 ag, PLK1 PBD inh
`O=C(CCNC(=O)c1ccccc1Cl)Nc1cccc(S(=O)(=O)N2CCCC2)c1` is listed with 4, -7%, 5%, -2.3, -0.5, 7%, -2%, 2%
`Brc1ccccc1-c1nnc(CSc2nnnn2-c2ccccc2)o1` is listed with /, -13%, -1%, -7.9, -1.9, 12%, 24%, -9%
`O=C(c1noc2c1CCCC2)N1CCN(c2ccc(F)cc2)CC1` is listed with /, 0%, -6%, -0.5, -3.5, 11%, -3%, -2%
`CCOc1cc(CN2CCCC(N3CCc4ccccc4C3)C2)ccc1O` (configuration not stated) is listed with -3, 15%, -6%, -0.6, 1.0, 6%, 4%, 3%

More records follow:
SMILES	PI5P4Ka inh	WRN helicase inh	EPAC1 antag	CCT modulator	IL2 activator	EPAC2 agonist	EPAC1 ag	PLK1 PBD inh
CCOC(=O)C(CC)(CC)/C(C)=N/NC(=O)CC#N	-3	-2%	11%	-2.8	-1.9	-8%	0%	0%
COc1cc2c(cc1N/C=C(\C#N)c1nc(-c3ccc(F)cc3)cs1)oc1ccccc12	2	-3%	8%	-0.7	0.9	-1%	2%	-12%
COc1cccc(N2C(=NC(=O)CCC3CCCC3)SC3CS(=O)(=O)CC32)c1 (configuration not stated)	3	18%	22%	0.3	-3.7	5%	-11%	-2%
CC(=O)Nc1ccc(S(=O)(=O)N2CCCC3CCCCC32)cc1 (configuration not stated)	-5	-5%	-13%	-0.3	-0.3	4%	10%	5%
CCCOc1ccc(NC(=O)OC2CCN(C)CC2)cc1	-1	16%	11%	-0.5	-0.3	0%	-8%	-4%
CN(Cc1cn(-c2ccccc2)nc1-c1ccc(Cl)cc1)C(=O)CCC(=O)O	-4	-23%	0%	0.0	-0.3	13%	-9%	-12%
CCOC(=O)C1CCCN(CCC(=O)Nc2ccc3c(c2)CCC3)C1 (configuration not stated)	/	-6%	8%	-0.2	-1.6	8%	0%	-3%
Cc1onc(-c2ccccc2)c1C(=O)OCC(=O)N1CCC(C)CC1	-2	6%	-4%	1.1	2.1	5%	6%	-5%
C/C(CC(=O)Nc1ccc2c(c1)OCCO2)=N\NC(=O)c1ccccc1Cl	3	13%	-16%	-4.0	1.4	12%	-6%	-10%
CN(C)c1ccc(NC(=O)C(=O)C2C(=O)Nc3ccccc32)cc1 (configuration not stated)	8	-7%	?	-3.0	-0.5	-10%	-5%	-12%
CCCCCc1c(O)c2ccccc2[nH]c1=O	/	3%	-9%	-3.3	-3.2	-9%	15%	-26%
CC(C)CNc1ncnc2c1cnn2Cc1ccccc1Cl	1	11%	14%	0.4	0.0	10%	9%	-15%
COc1ccc(C)cc1S(=O)(=O)N1CCCC(N2CCN(c3ccccc3)CC2)C1 (configuration not stated)	-14	3%	0%	1.2	-2.6	3%	20%	-13%
CCCn1c(-c2ccc[nH]c2=O)nc2ccccc21	5	2%	-6%	1.4	-0.1	3%	7%	-7%
Cc1ccc(C)c(NC(NC(=O)c2ccccn2)C(Cl)(Cl)Cl)c1 (configuration not stated)	7	-6%	-10%	0.2	-0.4	-1%	-2%	0%
CCOc1ccccc1N1Cc2ccccc2C1	-9	-6%	4%	-1.1	0.1	-6%	-9%	-16%
Cc1cc(=O)[nH]c(SCC(=O)Nc2cc(S(=O)(=O)N3CCCC3)ccc2Cl)n1	-13	8%	-8%	-2.9	0.8	-1%	3%	-27%
Cc1cc(C)n(-c2nc(SCCN(C)C)c3c4c(sc3n2)COC(C)(C)C4)n1	/	16%	-3%	-2.1	-4.2	-2%	-4%	-9%
O=C(OCc1ccc(Br)cc1)c1cc([N+](=O)[O-])ccc1N1CCOCC1	27	5%	0%	1.2	-3.4	4%	13%	0%
CN(C)/C=N/c1cc(=O)[nH]c(=O)n1C	0	1%	-3%	-1.4	0.3	2%	4%	2%
COC(=O)[C@]12CCCCC=C1N(Cc1ccccc1)C(=O)[C@H](CC(=O)N1CCOCC1)C2	-3	2%	1%	-1.8	1.1	10%	-9%	-5%
COc1cccc(NC(=O)CN(c2cccc(C(F)(F)F)c2)S(C)(=O)=O)c1	3	-20%	-11%	-2.0	-1.0	3%	2%	1%
COc1ccc(N2CCN(C(=O)NCc3ccc(C)cc3)CC2)cc1	2	-15%	9%	-0.2	2.5	2%	-1%	0%
COc1cccc(C2CC(c3ccc(NS(C)(=O)=O)cc3)=NN2C(=O)c2ccccc2)c1OC (configuration not stated)	?	-11%	-3%	-3.8	2.6	13%	7%	-6%
N#Cc1cc(-c2ccc(Cl)cc2)cnc1Sc1ccc(F)cc1	/	8%	3%	-1.0	-1.6	6%	-1%	-2%
The list continues.
SMILES	PI5P4Ka inh	WRN helicase inh	EPAC1 antag	CCT modulator	IL2 activator	EPAC2 agonist	EPAC1 ag	PLK1 PBD inh
COc1ccc(-c2[nH]ncc2CN(C)CCCN2CCOCC2)cc1F	0	-9%	6%	1.3	-0.4	-2%	-4%	-5%
CCc1nc2ccc(C(=O)Nc3cccc(OCC(=O)N(C)C)c3)cn2c1N(C=O)Cc1ccc(OC)cc1	1	-2%	14%	0.2	-0.7	0%	-9%	2%
COc1ccc(C(=O)Oc2c(CN3CCOCC3)cc(Cl)c3cccnc23)cc1OC	2	-4%	3%	-2.2	-2.5	10%	9%	-1%
C/C(=N\Nc1c([N+](=O)[O-])c(C)nn1C)c1ccc(F)cc1F	0	-2%	8%	-4.3	2.2	-5%	-10%	6%
COc1cc(OC)cc(C(=O)NC(C(=O)NCc2ccccn2)C(C)C)c1 (configuration not stated)	11	-4%	-6%	0.2	-0.2	5%	13%	-3%
CNC(=S)NNC(=O)COc1cccc(C)c1C	0	-2%	?	1.1	-0.2	-3%	16%	-4%
COc1cc(/C=C/c2ccc3cccc(O)c3n2)cc(Br)c1OC	5	-1%[57.1 µM]	-17%	-0.6	1.0	?	7%	-11%
O=C(Nc1ccc([N+](=O)[O-])cc1)C1CC1(c1ccccc1)c1ccccc1 (configuration not stated)	9	6%	-22%	-1.9	0.6	-1%	-20%	-12%
COc1ccccc1OCCn1ccnc1	-5	-11%	-4%	3.6	-0.3	-1%	7%	-2%
CCNc1nc(NCC)n2c(SCC(=O)Nc3ccc(F)cc3)nnc2n1	-11	?	-1%	2.0	0.3	5%	9%	-13%
CC(NC(=O)c1ccccc1)c1nnc(SCc2nc3ccccc3c(=O)[nH]2)n1C (configuration not stated)	1	8%	-5%	-3.0	0.6	0%	15%	-17%
O=C(/C=C/c1ccc2ccccc2n1)c1cc(Br)ccc1O	-4	-5%	5%	-1.5	13	5%	4%	?
Cc1ccc(NC(=O)CSc2nc3c([nH]c4ccccc43)c(=O)n2C)cc1	3	0%	-7%	-0.9	-3.6	-1%	-12%	-3%
O=C(Nc1cccc(Cl)c1)Nc1ccon1	0	-2%	-8%	1.5	-1.8	2%	3%	10%
O=C(N/N=C/c1ccccc1)c1[nH]c2ccc(Br)cc2c1-c1ccccc1	0	-26%	-5%	-3.1	-5.5	11%	8%	-8%

A portion of the library (hit frequency here may not be typical).
